High-throughput results: PubChem, several laboratories
JNK3 blocker: JNK3 kinase activity inhibitors, primary screen, biochemical, human, purified enzyme. 60,000 tested, 0.61% active. Mitogen-activated protein kinase 10 (Homo sapiens), P53779. HTS. inhibition, % at 8 µM; in the data active means inhibition above about 17%;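 further: 0% = DMSO and 100% = reference inhibitor; many of its hits are not listed in these tables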
ROCK2 inh: inhibitors of human ROCK2 kinase, primary screen, biochemical, high-throughput, luminescence | purified ROCK2, Kinase-Glo ATP depletion luminescence | AID 604, 2007 | 60,000 tested, 0.35% active | inhibition, % at 6 µM;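 active means inhibition above the screen-wide mean inhibition plus 3 SD, cut at about 18% in these data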;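 further: plate controls were DMSO wells for no effect and Y-27632 control wells after no-enzyme background subtraction for full effect; many of its hits are not listed in these tables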
Abs 340nm: compound light absorbance at 340 nm, profiling panel, artefact control, biochemical, MLSMR library, data from PS, PMK, MK assays | fold change at 10 µM | 65,000 tested, under 10 active | AID 708, 2007 | compound absorbance at 340 nm, fold over control;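 active means at 10 µM dose, initial 340 nm absorbance at least 2 fold that of control wells; inactive means change under 2 fold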;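 further: initial absorbance extrapolated from kinetic A340 decline of NADH oxidation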
Hsp90 inh: tumor Hsp90 inhibitors, primary screen, cell lysate, fluorescence polarization, NCI-N417 lysate; Heat shock protein HSP 90-alpha (Homo sapiens), P07900; Cy3B-geldanamycin FP displacement; inhibition, % at 30 µM; 64,000 tested, 0.35% active;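 active means inhibition above 50%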;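 further: 0% = tracer plus lysate wells and 100% = tracer alone without lysate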
Cdc25B block: inhibitors of Cdc25B phosphatase catalytic domain, primary screen, biochemical, OMFP fluorescence; AID 368, 2006; inhibition, %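 (compounds tested at 10 µM final in the well)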; M-phase inducer phosphatase 2 (Homo sapiens), P30305; 65,000 tested, 0.1% active; recombinant Cdc25B, OMFP fluorescence Ex485/Em525; in the data active means inhibition above about 50%
MKP-1 inh: MKP-1 phosphatase inhibitors, primary screen, biochemical, in vitro | Dual specificity protein phosphatase 1 (Homo sapiens), P28562 | recombinant MKP-1, OMFP hydrolysis fluorescence | inhibition, %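 (compounds tested at a single concentration somewhere between 10 and 100 µM)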 | 65,000 tested, 0.15% active | AID 374, 2006;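 active means inhibition above about 50%, limit read from the data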;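 further: 0% = DMSO max control wells and 100% = wells with enzyme stopped by NaOH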
Her2 expr inh: inhibitors of Her2 protein expression, primary screen, SKBR-3 cells, AlphaScreen, 66K library; Receptor tyrosine-protein kinase erbB-2 (Homo sapiens), P04626; SKBR-3 HER2 protein level, 18-24 h; stronger effect = lower value; HER2 level % of control, % at 10 µM; 65,000 tested, 0.69% active; AID 645, 2007;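 active means HER2 level under 5% of the carrier-only control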;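 further: 100% = DMSO carrier and 0% = 500 nM PU-H71 HSP90 inhibitor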
Target sequence (P04626 whole entry, looked up): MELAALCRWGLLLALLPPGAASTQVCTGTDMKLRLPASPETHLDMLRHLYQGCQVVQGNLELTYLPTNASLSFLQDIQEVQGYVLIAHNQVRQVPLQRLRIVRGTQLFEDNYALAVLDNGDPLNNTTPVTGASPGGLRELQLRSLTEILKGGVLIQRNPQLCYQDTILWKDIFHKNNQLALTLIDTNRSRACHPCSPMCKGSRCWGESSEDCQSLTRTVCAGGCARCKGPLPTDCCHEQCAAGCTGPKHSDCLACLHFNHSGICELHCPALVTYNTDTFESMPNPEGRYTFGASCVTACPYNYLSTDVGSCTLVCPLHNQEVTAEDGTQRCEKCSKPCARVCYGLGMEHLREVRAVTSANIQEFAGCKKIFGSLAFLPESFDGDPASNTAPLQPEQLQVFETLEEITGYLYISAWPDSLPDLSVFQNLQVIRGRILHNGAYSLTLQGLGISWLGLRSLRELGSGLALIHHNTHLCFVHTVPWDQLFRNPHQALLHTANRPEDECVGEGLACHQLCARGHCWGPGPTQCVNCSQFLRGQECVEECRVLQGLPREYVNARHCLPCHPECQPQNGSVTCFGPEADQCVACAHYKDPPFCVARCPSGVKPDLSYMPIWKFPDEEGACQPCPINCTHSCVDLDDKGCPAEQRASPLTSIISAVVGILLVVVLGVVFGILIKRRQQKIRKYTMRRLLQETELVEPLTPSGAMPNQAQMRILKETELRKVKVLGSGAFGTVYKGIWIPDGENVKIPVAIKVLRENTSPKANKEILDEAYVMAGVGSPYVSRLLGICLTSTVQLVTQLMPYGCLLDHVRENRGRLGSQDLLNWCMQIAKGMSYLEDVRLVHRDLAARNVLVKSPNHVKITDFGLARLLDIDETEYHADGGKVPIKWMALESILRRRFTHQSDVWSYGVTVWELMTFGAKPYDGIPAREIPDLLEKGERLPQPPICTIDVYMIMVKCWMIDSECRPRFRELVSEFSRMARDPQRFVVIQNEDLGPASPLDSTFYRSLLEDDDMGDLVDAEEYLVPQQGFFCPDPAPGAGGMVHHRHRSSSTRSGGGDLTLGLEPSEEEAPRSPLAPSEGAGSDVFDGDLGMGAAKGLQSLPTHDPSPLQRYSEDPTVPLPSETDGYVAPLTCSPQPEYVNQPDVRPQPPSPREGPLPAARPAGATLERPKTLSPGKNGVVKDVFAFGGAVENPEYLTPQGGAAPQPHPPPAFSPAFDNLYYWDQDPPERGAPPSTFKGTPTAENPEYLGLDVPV
PKA kinase inh: inhibitors of human PKA kinase activity, primary screen, biochemical, ATP-depletion luminescence, Kemptide substrate. inhibition, % at 6 µM. AID 524, 2006. 65,000 tested, 0.1% active. cAMP-dependent protein kinase catalytic subunit alpha (Homo sapiens), P17612. PKA Kemptide phosphorylation, Kinase-Glo ATP luminescence;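 active means inhibition above the screen-wide mean inhibition plus 3 SD, cut at about 21% in these data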; further: many of its hits are not listed in these tables
Autofluor 339: intrinsic fluorescence of library compounds, ex339/em460 – biochemical, MLSMR library, data from DPM-DC assay, artefact control, profiling panel. fluorescence fold increase at 10 µM. 65,000 tested, 5.5% active. compound autofluorescence, ex339/em460 nm, NADH buffer; stronger effect = higher value; 1 = no-compound wells, NADH background;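 active means at 10 µM, mean starting fluorescence two-fold or more over control wells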;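 further: signal is the first read of a kinetic run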
* hit, by the source's call; . = no result given. Not all compounds are listed; rates above refer to the full screens.

SMILES | JNK3 blocker | ROCK2 inh | Abs 340nm | Hsp90 inh | Cdc25B block | MKP-1 inh | Her2 expr inh | PKA kinase inh | Autofluor 339
COc1ccc(-c2coc3cc(O)ccc3c2=O)cc1OC | 4.2 | 0.4 | 1.08 | -0.5 | -1.5 | -2.5 | 61.4 | -4.6 | 3.62*
Cc1sc2ncnc(SCC(=O)c3cccs3)c2c1C | -1.6 | 6.4 | 1.03 | -8.8 | -8.6 | 2.6 | 58.4 | 11.5 | 1.1
O=C(CN1C(=O)CCC1=O)Nc1nc(-c2cccs2)cs1 | -2.4 | 4.3 | 1.04 | -1.9 | -5.4 | -0.4 | 108.5 | 7.9 | 1.07
CCS(=O)(=O)N1CCN(C2CCC(C)CC2)CC1 (stereo not drawn) | 0.4 | 2.1 | 1.02 | 1.6 | -8.2 | 8.3 | 93.0 | 1.1 | 1.09
O=C(CN1C(=O)c2ccccc2C1=O)Nc1cccc2cccnc12 | 3.1 | 6.2 | 1.05 | -2.4 | -3.9 | -6.8 | 104.1 | 7.6 | 1.09
CS(=O)(=O)N(CC(=O)NC1CCCCC1)c1cccc(Cl)c1 | 3.1 | 2.6 | 1.05 | -1.1 | -11.2 | -4.2 | 92.2 | 18.1 | 1.13
Cc1nn(C)c(C)c1NC(=O)CSc1nc(-c2ccccc2F)nc2c1cnn2-c1ccccc1 | 6.1 | 3.1 | 1.01 | -4.7 | -1.4 | 27.8 | 78.8 | 6.3 | 2.14*
CC(NCCC(c1ccccc1)c1ccccc1)c1ccccc1 (stereo not drawn) | 0.1 | -0.8 | 0.97 | -1.5 | -22.5 | -38.8 | 88.1 | -6.2 | 1.02
O=C(O)c1cc(-c2ccco2)nc2ccccc12 | 1.0 | 4.8 | 1.22 | -4.6 | -1.1 | -3.8 | 90.5 | 7.5 | 3.69*
O=C(COC(=O)c1ccc2c(c1)OCO2)NC1CCS(=O)(=O)C1 (stereo not drawn) | 1.2 | 0.8 | 0.98 | -1.9 | -3.1 | 21.6 | 103.0 | 1.0 | 1
c1cn2c(NC3CCCC3)c(-c3ccc(N4CCOCC4)cc3)nc2cn1 | -8.2 | 1.1 | 1.11 | -1.3 | -4.3 | 9.1 | 99.6 | 1.5 | 1.78
COc1ccc(Br)cc1S(=O)(=O)N1CCOCC1 | 2.9 | 2.4 | 0.97 | -0.8 | 1.9 | 11.2 | 119.4 | -1.3 | 1.07
CC1CCc2nn(CC(=O)NCCC3=CCCCC3)cc2C1 (stereo not drawn) | 3.2 | 0.8 | 1.07 | -1.8 | -12.5 | 16.7 | 98.5 | -0.2 | 1.12
O=C(c1ccco1)N1CCN(C(=O)c2cnn3cccnc23)CC1 | 8.6 | 1.2 | 1.03 | -10.7 | -6.3 | -9.1 | 81.4 | -2.3 | 1.57
Cc1ccc(NC(=O)CCn2c(=O)oc3ccccc32)cc1 | 3.5 | 0.6 | 1 | 0.0 | -3.2 | 0.6 | 76.4 | 4.1 | 1.06
CCOC(=O)N1CCN(C(=O)CCc2c(C)nc3nc(C)nn3c2C)CC1 | -1.0 | 11.0 | 0.98 | 0.7 | -9.0 | 21.2 | 60.1 | 8.5 | 1.08
CCOc1ccc(CN2CCN(S(=O)(=O)c3ccc(NC(C)=O)cc3)CC2)cc1OC | 5.5 | 6.5 | 1.01 | -2.1 | -7.8 | 2.1 | 100.1 | 1.9 | 1.06
Cc1c(NC(=O)c2ccc(F)cc2)c(=O)n(-c2ccccc2)n1C | -3.2 | 2.5 | 1.02 | -0.1 | -4.6 | -2.6 | 121.0 | 7.0 | 1.05
CCOc1ccccc1N(C)C(=O)C1CCN(S(=O)(=O)c2cccc3nonc23)CC1 | . | . | 1.05 | -1.9 | 0.7 | 18.7 | 118.8 | -0.2 | 1.27
COc1ccc(-c2cc(CCCC(=O)NCCc3cc(OC)ccc3OC)no2)cc1 | -2.7 | -9.4 | 1.04 | -1.8 | -9.9 | 6.3 | 83.5 | 0.6 | 1.05
COc1c(Cl)cc(Cl)cc1C(=O)Nc1ccccc1N1CCN(C(C)=O)CC1 | 4.1 | 7.1 | 1.01 | 1.2 | -14.4 | 10.1 | 72.8 | 5.2 | 1.11
CC1=C(c2ccc(C)cc2)S(=O)(=O)N(CC(=O)O)C1=O | -2.4 | 2.1 | 0.98 | -1.2 | -0.7 | 6.6 | 84.7 | 4.1 | 1.05
CCN(c1ccccc1)S(=O)(=O)c1cnc[nH]1 | 0.5 | 4.9 | 0.98 | 2.0 | -5.9 | -11.4 | 116.3 | 5.3 | 1.07
OCCN1CCN(c2nc(-c3ccccc3)c3cc(Cl)ccc3n2)CC1 | -1.7 | 8.3 | 1.01 | 1.7 | -3.6 | 29.5 | 36.7 | 6.5 | 1.52
CCSc1oc(-c2ccco2)nc1S(=O)(=O)c1ccc(F)cc1 | . | . | 1.07 | . | -14.0 | -2.9 | 70.1 | 8.2 | 1.13

Later entries
SMILES | JNK3 blocker | ROCK2 inh | Abs 340nm | Hsp90 inh | Cdc25B block | MKP-1 inh | Her2 expr inh | PKA kinase inh | Autofluor 339
CC(C)N(Cc1nc(-c2ccccc2)no1)C(=O)c1ccc2c(c1)OCO2 | 2.4 | 7.6 | 1.03 | -6.6 | -2.7 | 9.5 | 91.9 | 11.7 | 1.08
CC1(C(=O)O)CCC(C(=O)N2CCOCC2)C1(C)C (stereo not drawn) | 1.7 | 6.3 | 0.99 | 1.3 | -11.1 | -21.4 | 97.7 | 3.0 | 1.11
O=C(c1coc(=O)c(Br)c1)N1CCCc2ccccc21 | 3.3 | 7.0 | 1.1 | -10.2 | 21.1 | -12.2 | 87.5 | 2.2 | 2.35*
Cc1ccc(C2=Nc3ccccc3NC(C)(c3ccc(C)o3)C2)o1 (stereo not drawn) | 1.9 | 3.5 | 1.04 | -0.3 | -11.2 | -2.2 | 53.5 | 7.7 | 1.06
CC1CCN(C(=O)C2Cc3ccccc3CN2S(=O)(=O)c2ccc(F)cc2)CC1 (stereo not drawn) | 0.5 | -0.4 | 1.05 | -1.5 | -4.8 | 10.3 | 88.4 | 2.0 | 1.04
O=C(NCC1CCCO1)c1cccnc1Nc1ccccc1F (stereo not drawn) | 9.2 | 2.6 | 1.06 | -0.8 | -1.7 | 24.8 | 103.1 | 1.9 | 1.13
O=C(CN1CCN(C2CCCCC2)CC1)c1ccc2cc[nH]c2c1 | 1.5 | -0.8 | 1.15 | -5.4 | -5.2 | 3.5 | 98.5 | -6.2 | 2.1*
CSc1nnc(Cn2c(=O)sc3ccccc32)n1-c1ccccc1C | -5.0 | -0.7 | 1.04 | -0.8 | -5.7 | -0.4 | 93.8 | 4.9 | 0.82
COc1ccc(C(=O)/C=C\N2CCOCC2)cc1 | 8.1 | 4.0 | 1.26 | 1.4 | -0.1 | 3.1 | 67.5 | 5.2 | 1.02
O=C(CSc1nnc(-c2ccco2)o1)c1ccccc1 | -6.6 | -0.1 | 1.03 | -3.5 | -17.1 | 2.4 | 105.7 | 1.0 | 1.13
Cc1ccc2cc(COC(=O)c3ccncc3)c(=O)[nH]c2c1 | 11.4 | 9.3 | 1.08 | -9.0 | -0.4 | -6.0 | 97.5 | 6.0 | 1.17
Cc1ccc(-n2ncc3c2ncn2c(-c4ccncc4)nnc32)cc1 | -1.1 | 1.0 | 1.02 | -5.7 | 3.8 | -19.6 | 104.9 | 7.6 | 1.24
COCCOC(=O)c1c(C)n(C)c2ccc(OC(=O)N3CCOCC3)cc12 | 2.2 | 0.8 | 1.03 | -2.1 | 9.6 | 0.0 | 96.5 | -0.8 | 1.15
CCc1ccccc1S(=O)(=O)Cc1ccc(C(=O)NCC2CCCO2)o1 (stereo not drawn) | 4.4 | 5.5 | 0.99 | -3.6 | -1.1 | 19.1 | 92.6 | 2.1 | 1.1
CC(=O)Nc1cc2c(cc1NC(=O)c1cnccn1)OCCO2 | . | . | 1.06 | 0.7 | 4.6 | 25.8 | 95.6 | 7.5 | 1.09
COc1ccc(C2NC3=C(CCC3)C3(C#N)C(OC)(OC)N=C(N)C23C#N)cc1 (stereo not drawn) | 1.1 | -15.2 | 1.05 | -1.8 | -1.2 | -4.8 | 102.8 | -2.8 | 1.29
Cc1ccc2nc(CSc3nnc(-c4ccco4)n3-c3ccccc3)cc(=O)n2c1 | -3.1 | -0.6 | 1.05 | -1.0 | -4.2 | 8.1 | 108.3 | -2.5 | 1.21
O=C(NCc1ccc(Cl)c(Cl)c1)c1cccnc1 | 2.9 | 6.3 | 1.04 | -0.4 | -7.1 | 1.6 | 73.8 | 7.8 | 0.91
CC(C)CCNC(=O)Cn1c(=O)oc2cc(S(=O)(=O)N3CCc4ccccc43)ccc21 | -1.4 | -0.4 | 1.02 | -0.8 | -7.6 | -2.5 | 80.9 | 4.4 | 1.02
O=C(NCCCN1CCOCC1)c1ccc(CS(=O)(=O)c2c(Cl)cccc2Cl)o1 | 6.5 | 4.3 | 1 | 0.1 | 7.9 | 3.8 | 113.7 | 5.9 | 1.04
Cc1cc(-c2cccnc2)c(C#N)c(SCC#N)n1 | 2.3 | 4.2 | 1.04 | -9.4 | -5.6 | 2.0 | 86.4 | 1.0 | 1.07
CCOC(=O)c1ccc(NC(=O)Cn2cc3c(n2)CCC(C)C3)cc1 (stereo not drawn) | -0.3 | 2.4 | 0.99 | -1.4 | -6.5 | -2.2 | 78.6 | 1.7 | 1.01
O=C(Nc1nc2ccccc2n1Cc1ccc(Cl)cc1)c1ccco1 | -4.5 | 1.4 | 1.14 | -2.7 | 4.4 | 0.5 | 105.8 | 3.7 | 1.99
Cc1ccc(NC(=O)c2ccco2)cc1C | 4.8 | -6.6 | 1.05 | -3.0 | -6.5 | 6.1 | 102.2 | -3.3 | 1.03
COc1cccc(CC(NC(C)=O)C(=O)NC2CCN(c3c4c(nc5ncnn35)CCC4)CC2)c1 (stereo not drawn) | -0.4 | 5.7 | 0.99 | -2.4 | -8.7 | 2.9 | 64.8 | 8.8 | 1.05
O=C(CN(C(=O)c1ccco1)c1cccc(F)c1)NCc1ccc(F)cc1 | 1.6 | 5.0 | 1.02 | -5.0 | -2.1 | -16.0 | 104.4 | 11.5 | 1.11
CN1CCCC(OC(=O)c2ccc3c(c2)OCCO3)C1 (stereo not drawn) | 7.9 | 1.3 | 0.98 | -6.7 | -6.5 | -6.3 | 94.9 | -0.8 | 1.01
CCOC(=O)c1snc(-c2ccc(F)cc2)c1N | 0.0 | 2.5 | 1.06 | -2.7 | 2.4 | -8.0 | 108.1 | -0.1 | 1.38

An excerpt from above with just Abs 340nm and PKA kinase inh:
Compound	Abs 340nm	PKA kinase inh
CC(C)CCNC(=O)Cn1c(=O)oc2cc(S(=O)(=O)N3CCc4ccccc43)ccc21	1.02	4.4
O=C(c1coc(=O)c(Br)c1)N1CCCc2ccccc21	1.1	2.2

Single records (already shown).
Record of O=C(CN1CCN(C2CCCCC2)CC1)c1ccc2cc[nH]c2c1 → JNK3 blocker: 1.5; ROCK2 inh: -0.8; Abs 340nm: 1.15; Hsp90 inh: -5.4; Cdc25B block: -5.2; MKP-1 inh: 3.5; Her2 expr inh: 98.5; PKA kinase inh: -6.2; Autofluor 339: 2.1*
Record of COc1ccc(C(=O)/C=C\N2CCOCC2)cc1 → JNK3 blocker: 8.1; ROCK2 inh: 4.0; Abs 340nm: 1.26; Hsp90 inh: 1.4; Cdc25B block: -0.1; MKP-1 inh: 3.1; Her2 expr inh: 67.5; PKA kinase inh: 5.2; Autofluor 339: 1.02
